Screening data: PubChem BioAssay, several laboratories
TNAP activators – human TNAP enzyme activators, primary screen, biochemical, luminescent, no phosphate acceptor, uHTS (AID 1001) | purified TNAP, luminescent activation assay, no phosphate acceptor; higher activation fold means a stronger effect | one-dose activation fold at 20 µM; EC50 in µM for titrated hits | 0.03% of 200,000 active; in the data active = activation fold from about 3, or a potency from the dose series; inactive = the rest, 99 in 100 with activation fold below about 1.6; also: many of its hits are not listed in these tables
T cell modulator – T cell immune modulators affecting CD8 T cell-vesicle binding. 2C CD8+ T cell-vesicle binding, flow cytometry; hits give low values. calls only at 7 µM. 0.068% of 330,000 active. AID 2052;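 active = response, share of CD8 T cells binding vesicles, and their 90th percentile fluorescence all below set limits, cut at about 80% in these data, passing the limit was not always enough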
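Also added: QL9-peptide-loaded Drosophila micro-vesicles bearing Ld, ICAM-1 and B7-1; Test system: purified 2C TCR transgenic mouse naive CD8+ T cells; Measured by: cytometric PE anti-B7-1 and Alexa647 anti-CD8 signals after 1% paraformaldehyde fixation; Timing: binding step 1.5 h, 37 °C, antibody labelling 20 min, ice.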
PMI inhibitors – inhibitors of human PMI, primary screen, biochemical, fluorescence intensity, coupled assay (AID 1209); purified PMI enzyme, coupled fluorescence intensity; higher % means a stronger effect; inhibition, % at 20 µM, or IC50 in µM where a hit was titrated; 0.42% of 190,000 active; in the data active = inhibition above about 50%;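 also: plate controls were DMSO vehicle for no effect and wells lacking substrate for full effect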
b-catenin transl – alters nuclear translocation of beta-catenin in HeLa cells. 0.3% of 190,000 active. immunofluorescence imaging. nuclear translocation activity, % at 5 µM;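 active = nuclear translocation activity above 50% at 5 µM, with a well cell count of 50 or more; inconclusive = wells under 50 cells across six images, flagged as toxic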;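 also: per-cell ratio of nuclear to cytoplasmic median beta-catenin stain intensity; plate controls were DMSO negative control for no effect and GSK-3 inhibitor IX positive control for full effect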
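Test system: HeLa cells, endogenous beta-catenin; Compound: single 5 µM dose plus 0.02–20 µM confirmation series; Times: compound exposure 24 h at 37°C; Signal: fluorescence imaging of beta-catenin antibody stain plus DAPI; Read-out: % activation, nuclear-to-cytoplasmic median beta-catenin signal ratio per cell.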
Myeloid diff 2 – promotes myeloid progenitor differentiation; ER-HoxA9 myeloid progenitors, lysozyme-GFP differentiation, flow cytometry; calls only at 10 µM; 1% of 360,000 active; AID 624256;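 active = normalized GFP-positive differentiation at or above the plate's own cutoff, the solvent-only control mean plus 3 SD; inconclusive = no clear call, values can overlap the other calls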;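 also: cells exposed to compound for four days before flow analysis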
Hep lipid drop – modulators of hepatic lipid droplet formation; AML12 mouse hepatocytes, oleate lipid droplets, BODIPY imaging; inhibition, % at 6.5 µM; AID 1656; 0.4% of 240,000 active;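 active = lipid droplet intensity inhibited by at least 50%, with more than 500 cells counted; inconclusive = wells with under 300 cells, treated as cytotoxic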
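Assay system: AML12 hepatocytes (mouse) / Also added: 100 µM oleic acid challenge / Times: overnight treatment with compound plus oleate / Detection: high-content imaging of BODIPY-stained droplets and DAPI nuclei / Evaluation: % inhibition of lipid droplet signal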
Dynein cargo inh – dynein cargo transport inhibition. 3617.4 mouse cells, GR-EGFP nuclear translocation imaging; test concentration mostly 20 µM; stimulated with dexamethasone, 1 µM; hits give low values. z-score, hits read low. 0.47% of 220,000 active;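 active = plate z-score of nuclear minus cytoplasmic receptor signal below a set negative limit, without overly bright fluorescence or cell loss, cut at about -3.5 in these data, passing the limit was not always enough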;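 also: z-score of nuclear minus cytoplasmic ring GR-EGFP intensity difference per well; some compounds called inactive have numbers as strong as hits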
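Buffer or medium: tet-free medium with charcoal-stripped serum / Also added: dexamethasone agonist, 1.0 µM final, for 30 min / Timing: induction 48 h, compound 1 h, agonist 30 min / Measured by: high-content fluorescence imaging after fixation / Read-out: nuclear-to-cytoplasmic GR-EGFP distribution per well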
Ins promoter up – MIN6 insulin promoter up-regulation | MIN6 insulin promoter-GFP reporter, high-content imaging; hits give high values | z-score at 5 µM | 0.3% of 190,000 active | AID 1625;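 active = z-score above 3 at 5 µM with at least 500 cells counted in the well; inconclusive = wells under 500 cells, flagged as cytotoxic or low count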
MT stabilize HCS – microtubule stabilization, imaging screen. HeLa tubulin immunostaining HCS, 24 h; share of cells brighter than vehicle mean+2SD. % tubulin-high responders, % at 10 µM. 0.83% of 200,000 active. AID 2205;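 active = plate Z-score above 3 for both tubulin-high and condensed-nucleus cell shares, with cell loss under 80%, at 10 µM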;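 also: anti alpha tubulin signal scored within the nucleus-defined area of each cell; some results filed as inactive read as strong as hits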
Dynein cargo inh cytoplasmic EGFP – further read-out of Dynein cargo inh, marked with its call; z-score; measured here: cytoplasmic GR-EGFP intensity; hits give high values
Dynein cargo inh nuclear GR-EGFP – recorded beside Dynein cargo inh, whose call it bears; z-score; measured here: nuclear GR-EGFP intensity;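 lower value marks the stronger effect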
Dynein cargo inh cell count – second read-out of Dynein cargo inh, no call of its own (marks repeat the call); z-score; measured here: cell count per field
Ins promoter up cell count – recorded beside Ins promoter up, whose call it bears; cell count; measured here: cytotoxicity, nuclei count;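 total cells summed across four imaged fields per well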
Hep lipid drop cells 6.5 µM – recorded beside Hep lipid drop, whose call it bears; cell count; measured here: cell count, cytotoxicity flag;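 cells counted across two imaged fields per well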
b-catenin transl cell count 5 µM – second read-out of b-catenin transl, no call of its own (marks repeat the call); cell count; measured here: cell count, cytotoxicity flag
T cell modulator vesicle-bound % – further read-out of T cell modulator, marked with its call; double positive events, %; measured here: CD8+ vesicle-bound cell fraction;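 binding gate set so that unloaded-vesicle control wells show 10% double positive cells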
MT stabilize HCS Hoechst-high % – also measured in MT stabilize HCS; calls as there; % Hoechst-high responders; measured here: nuclear condensation Hoechst responders;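 share of cells brighter than vehicle mean plus two SD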
MT stabilize HCS cytotoxicity % – also measured in MT stabilize HCS; calls as there; toxicity, %; measured here: cytotoxicity by cell density;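 0% = mean cell density of plate MIN control wells and 100% = no cells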
Myeloid diff 2 GFP+ MAC1+ % – recorded beside Myeloid diff 2, whose call it bears; GFP+ MAC1+ double positive, %; measured here: differentiation confirmed by MAC1 staining
Starred values were filed as active, the others as inactive; i = inactive; ? = inconclusive; . = not tested or not shown.

SMILES	TNAP activators	T cell modulator	T cell modulator vesicle-bound %	PMI inhibitors	b-catenin transl	b-catenin transl cell count 5 µM	Myeloid diff 2	Myeloid diff 2 GFP+ MAC1+ %	Hep lipid drop	Hep lipid drop cells 6.5 µM	Dynein cargo inh	Dynein cargo inh cytoplasmic EGFP	Dynein cargo inh nuclear GR-EGFP	Dynein cargo inh cell count	Ins promoter up	Ins promoter up cell count	MT stabilize HCS	MT stabilize HCS Hoechst-high %	MT stabilize HCS cytotoxicity %
Cc1ccccc1N1CC2=C(C1=O)C(c1ccccc1)NC(=O)N2C (stereo not drawn)	.	i	30	.	-0.4	1270	i	0.4	-18	679	0.67	-0.017	0.82	-0.62	1.7	931	.	.	.
CCOc1ccccc1NC(=O)CSc1ccccc1	1.1	i	28	9%	-1.0	1528	i	2.3	.	.	0.081	-0.28	0.42	-0.69	0.43	1415	3.2	3.2	6.4
CCn1c(O)c(N=NC(=O)c2ccc(CSc3nncn3C)cc2)c2ccccc21	1	i	40	0%	.	.	i	0.6	-12	583	-0.24	-0.32	-0.049	0.058	0.89	1144	4.5	3.2	8.0
CCOc1nc(CC)nc(NC(=O)NS(=O)(=O)c2ccccc2Cl)n1	1.1	i	55	0%	-2.8	957	i	1.0	.	.	0.19	-0.19	0.096	-0.61	0.03	1241	2.0	1.9	11
O=C(/C(=C/O)N=Nc1ccccc1)c1ccco1	0.9	i	44	46%	0.2	1033	i	0.0	2	683	0.42	0.24	0.65	-0.77	0.34	1147	2.0	2.3	0.9
CCOCCn1c(CN2CCc3ccccc3C2)nc2c1c(=O)n(C)c(=O)n2C	.	i	55	.	0.6	1151	i	0.4	-12	672	-0.76	-0.26	-0.42	0.76	-0.71	1401	.	.	.
CCN1CCN(C(=O)c2cc(COc3ccc4ncccc4c3)on2)CC1	1	i	50	17%	0.8	1468	i	0.3	-21	670	-0.67	-0.29	-0.53	0.93	-1.5	1197	3.3	0.7	3.8
COc1cc(NC(=O)CSc2nnc(C)s2)cc(OC)c1OC	1.1	i	16	11%	-0.5	1101	i	0.7	0	748	-0.23	-0.25	0.2	0.025	0.07	1305	4.4	2.1	1.9
O=S(=O)(Nc1ccc2c(c1)OCO2)c1ccc(Br)s1	1.1	i	15	7%	-1.8	1129	i	6.9	10	741	-0.81	-0.2	-0.41	0.15	-0.16	1228	3.0	2.4	6.3
CSc1sc(C#N)c2c1/C(=N\O)CCC2	.	i	26	.	-0.8	1124	i	0.6	-5	722	-0.6	-0.22	-0.39	0.96	0.74	1534	.	.	.
Cc1cc(C)n(C(=O)c2ccc(NC(=O)CC(C)C)cc2)n1	1	i	24	5%	1.3	1233	i	5.0	1	739	0.54	-0.21	0.29	0.59	-0.16	1265	1.3	1.7	2.7
COc1ccccc1CCNC(=O)/C(=C/c1cccnc1)NC(=O)c1ccccc1	1.1	i	57	4%	-0.1	1101	i	0.4	-16	644	0.23	-0.26	0.15	1.1	.	.	3.7	1.5	0.5
CC1CN(C(=O)Nc2ccc3c(c2)OCCO3)CC(C)O1 (stereo not drawn)	1.1	i	7	-8%	-1.4	1083	i	0.2	.	.	-0.47	-0.12	-0.17	0.63	-0.76	1175	1.6	3.0	6.4
COc1cccc(C(=O)CSc2nnc(CNS(=O)(=O)c3ccc(C)cc3)n2C)c1	1.1	.	.	-4%	-5.6	1172	i	0.5	-10	743	-0.82	-0.19	-0.4	1.6	-0.95	1187	2.2	1.8	8.0
CCOc1cc(CN2CCN(C(=O)CC(C)C)CC2)ccc1OC	1.1	i	50	0%	-3.8	801	i	0.6	.	.	-0.63	-0.21	-0.15	0.62	0.54	1075	2.0	1.9	8.8
c1ccc(CCNc2c3c(nc4ncnn24)CCC3)cc1	1	i	18	8%	0.1	563	i	1.5	.	.	-1.2	-0.22	-0.39	0.6	-3.2	921	22	6.7	16
Cc1nc(NC(=O)c2ccccc2)sc1-c1csc(NCCc2ccccc2)n1	1	i	35	10%	.	.	i	0.9	.	.	0.63	0.37	0.44	-0.31	-1	866	17	8.2	25
Cc1ccc(CN(CC(=O)NC2CCCC2)C(=O)CSc2nnc(COc3ccccc3)o2)cc1	1.1	i	2	-11%	-1.9	1060	i	1.0	2	701	-0.2	0.18	0.27	2.2	0.23	1205	3.4	2.7	7.8
CCOC(=O)CSC1=N/C(=C/c2ccc(-n3cncn3)cc2)C(=O)N1C(C)=O	1.1	i	36	-2%	-2.7	945	i	0.3	-2	708	-0.055	-0.026	0.12	0.077	-0.65	1251	4.1	2.0	0.3
CC(C)CC(=O)Nc1ccc(C(=O)COc2ccc(-c3nnco3)cc2)cc1	1.1	i	40	2%	-7.9	1034	i	0.8	.	.	-0.55	-0.29	-0.39	0.71	-1.4	1060	3.3	2.7	5.5
Cc1cccc(NC(=O)N[C@@H](C)C(=O)O)c1	1.1	i	2	7%	.	.	i	1.0	23	838	-0.86	0.16	-0.27	0.83	0.38	879	2.2	1.9	5.1
Cc1ccc(OC(=O)CCC(=O)NC(C)c2ccccc2)cc1 (stereo not drawn)	1.1	i	32	12%	-2.5	948	i	0.1	-4	636	-0.25	-0.27	-0.51	0.23	0.18	1257	2.2	1.4	2.4
CCOC(=O)CN(C(=O)CSc1nnc(CNc2ccc(F)cc2)o1)c1ccccc1	1.1	i	5	10%	0.5	1109	i	2.8	.	.	0.4	-0.09	0.63	-1.4	.	.	5.3	2.4	2.9
Cc1ccc(C#N)c(SCc2ccccc2[N+](=O)[O-])n1	0.8	i	29	5%	-0.7	1194	i	0.1	-4	476	-0.0085	-0.29	-0.25	0.31	0.4	1460	2.8	1.9	1.6
COc1ccc(C(=O)/C(=C/O)N=Nc2ccc(F)cc2)cc1	0.9	i	32	23%	-0.7	1118	i	0.3	14	710	-0.45	-0.27	0.14	-0.39	-0.77	935	1.3	2.2	1.7

Other compounds:
SMILES	TNAP activators	T cell modulator	T cell modulator vesicle-bound %	PMI inhibitors	b-catenin transl	b-catenin transl cell count 5 µM	Myeloid diff 2	Myeloid diff 2 GFP+ MAC1+ %	Hep lipid drop	Hep lipid drop cells 6.5 µM	Dynein cargo inh	Dynein cargo inh cytoplasmic EGFP	Dynein cargo inh nuclear GR-EGFP	Dynein cargo inh cell count	Ins promoter up	Ins promoter up cell count	MT stabilize HCS	MT stabilize HCS Hoechst-high %	MT stabilize HCS cytotoxicity %
Cc1ccc(S(=O)(=O)NC(=O)c2cc(C)n(CCCN3CCOCC3)c2C)cc1	1.1	i	38	2%	-0.4	1181	i	0.7	1	771	-0.085	-0.3	-0.11	0.41	-0.33	1009	2.1	1.4	4.9
COc1cc(-c2nc(S(=O)(=O)c3ccc(Cl)cc3)c(N(C)C)o2)cc(OC)c1OC	1.1	i	65	-42%	-2.1	1248	i	2.1	25	735	-0.69	-0.078	0.093	-0.39	-0.12	1223	3.4	0.5	35
Cc1cc(NC(=O)CSc2ccc3nnc(-c4ccc(Cl)cc4)n3n2)no1	1.2	i	12	-11%	.	.	i	6.5	13	718	0.78	-0.16	0.72	-0.68	?	.	5.5	4.0	2.6
Cc1nnc(Cl)c2nn(-c3ccccc3F)c(C)c12	1.1	i	5	-34%	1.5	413	i	2.1	8	707	-0.51	-0.31	-0.19	0.2	0.61	1209	5.4	2.4	0.1
Cc1c(C(=O)Nc2ccc(-c3nnc4n3CCCCC4)cc2)oc2c1ccc1ccccc12	1	i	16	2%	7.2	986	i	1.2	1	691	0.044	-0.28	0.12	0.71	-0.49	1382	7.2	2.0	22
O=C(CSc1ncccn1)N1CCN(C(c2ccccc2)c2ccccc2)CC1	1	i	40	21%	0.2	1044	i	0.6	-10	728	-0.46	-0.2	-0.39	0.5	-0.27	896	1.4	1.8	9.4
CN(C)C=Nc1ccccc1C1C=NNC1=O (stereo not drawn)	.	i	8	.	0.0	1276	.	.	-22	634	-0.072	-0.16	0.0081	0.66	0.65	1036	.	.	.
CCS(=O)(=O)NCC(c1ccco1)N1CCN(c2ccc(F)cc2)CC1 (stereo not drawn)	1.1	i	10	0%	0.5	513	i	1.7	3	571	-0.34	-0.26	-0.49	0.47	0.42	1263	3.5	1.5	7.0
COc1ccccc1Cn1c(CO)nc2ccccc21	.	i	30	.	1.3	1274	i	0.8	-1	671	-0.36	-0.16	0.18	0.98	0.15	1045	.	.	.
O=C(c1cccc(F)c1)N1CCN(C(=O)c2nn3cccnc3c2Cl)CC1	1.1	i	34	7%	-1.4	1106	i	0.7	-14	529	0.054	-0.25	-0.15	-0.34	1.2	1476	3.4	1.5	3.3
CCn1c(-c2cccnc2Cl)nc2cc(C)c(C)cc21	1.1	i	55	6%	0.0	1491	i	0.4	-4	729	0.37	-0.28	0.26	-1.4	-0.11	1416	3.7	2.3	9.5
Cc1cc(CNC(=O)COc2ccc(C#N)cc2)c2ccccc2n1	1.1	i	60	4%	1.3	880	i	0.3	-4	710	-0.29	-0.34	0.16	0.88	0.04	1575	8.6	1.9	4.5
